AmpC inh detg = qHTS Inhibitors of AmpC Beta-Lactamase (assay with detergent); P00811; 370,000 compounds, 0.041% hits; AmpC hydrolysis of nitrocefin, absorbance 480 nm, 0.01% Triton; Potency, µM (highest dose often 114 µM), for inactives: top-dose activity change, negative = inhibition, actives largely listed as inhibitors; AID 485294, 2010;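 also: potency is read from the fitted curve at half-maximal effect; 0% = no-compound wells and -100% = no-enzyme wells; nearly all actives have a fitted effect of over 25% in size; some results filed as inactive show a strong effect at the top dose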
Target sequence (P00811 whole entry, looked up): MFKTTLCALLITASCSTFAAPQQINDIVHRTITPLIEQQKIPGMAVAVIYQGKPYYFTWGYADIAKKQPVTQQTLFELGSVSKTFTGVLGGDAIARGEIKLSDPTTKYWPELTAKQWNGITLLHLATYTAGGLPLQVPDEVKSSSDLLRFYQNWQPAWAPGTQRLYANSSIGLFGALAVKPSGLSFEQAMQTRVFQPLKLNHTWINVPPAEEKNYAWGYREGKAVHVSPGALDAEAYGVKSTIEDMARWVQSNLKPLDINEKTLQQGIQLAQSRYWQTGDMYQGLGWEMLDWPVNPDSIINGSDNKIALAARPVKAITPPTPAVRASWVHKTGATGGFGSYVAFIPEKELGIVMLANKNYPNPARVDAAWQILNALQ
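20 mM phosphate pH 7.0 + 0.01% (detergent screen) or 0.0001% Triton X-100; 5.3 nM AmpC reagent; cpd preinc 15 min RT; nitrocefin (800 uM stock) to start; A480 q20 s × 4 min; Activity was normalised to no-enzyme and no-compound control wells.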
HCMV antiviral = qHTS Assay for inhibitors of the human cytomegalovirus (HCMV); HFF cells, HCMV-luciferase reporter, 72 h; active compounds read low; activity change, negative = inhibition, % at 57.5 µM; 410,000 compounds, 4.5% hits; AID 1259415, 2018; in the data active = activity change below about -60%; inconclusive = no clear call, values can overlap the other calls; inactive = above about -39%
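Compounds were evaluated in HFFs infected with an HCMV luciferase reporter virus (MOI 1 PFU/cell). Luciferase in lysates collected 72 h post infection served as the replication measure.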
Sm TGR inh = qHTS Assay for the Inhibitors of Schistosoma Mansoni Peroxiredoxins | 360,000 compounds, 3% hits | Potency, µM (highest dose often 114 µM), for the others: at the highest dose activity change, negative = inhibition, usual class: inhibitors | purified TGR, DTNB reduction, TNB absorbance 405 nm | Schistosoma mansoni thioredoxin glutathione reductase (TGR), Q962Y6; also: potency is read from the fitted curve at half-maximal effect; nearly all actives have a fitted effect of over 60% in size
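First, TGR (20 nM dispensed) and NADPH were mixed with compound. Second, a 15 min room-temperature incubation followed. Third, further NADPH and then DTNB were added to start the reaction. Finally, TNB absorbance was monitored kinetically.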
AMA1 RON2 block = qHTS for Inhibitors of AMA1-RON; Towards Development of Antimalarial Drug Lead: Primary Screen. Plasmodium falciparum AMA1 (3D7) - RON2 peptide interaction. AlphaScreen AMA1-biotinylated RON2 peptide binding. Potency, µM (top dose mostly 58.2 µM), for the others: at the highest dose activity change, negative = inhibition, hits mostly inhibitors. 360,000 compounds, 0.2% hits. AID 720542, 2013;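 also: potency is read from the fitted curve at half-maximal effect; 0% = vehicle wells and -100% = peptide control; nearly all actives have a fitted effect of over 45% in size; some results filed as inactive show a strong effect at the top dose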
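AMA1 (3D7) with his tag at 25 nM final met compounds first, then biotinylated RON2 peptide at 25 nM; detection used donor plus acceptor beads, 10 µg/mL apiece, read by AlphaScreen after 30 min at room temperature.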
Giardia FBPA inh = qHTS Assay for Inhibitors of Fructose-1,6-bisphosphate Aldolase from Giardia Lamblia; purified Giardia FBPA; Potency, µM (highest dose often 59.6 µM), without a hit: at the top dose activity, negative = inhibition, usual class: inhibitors; 290,000 compounds, 0.71% hits; AID 2451, 2010; also: potency is read from the fitted curve at half-maximal effect; nearly all actives have a fitted effect of over 55% in size
Target sequence (A8B2U2 whole entry, looked up): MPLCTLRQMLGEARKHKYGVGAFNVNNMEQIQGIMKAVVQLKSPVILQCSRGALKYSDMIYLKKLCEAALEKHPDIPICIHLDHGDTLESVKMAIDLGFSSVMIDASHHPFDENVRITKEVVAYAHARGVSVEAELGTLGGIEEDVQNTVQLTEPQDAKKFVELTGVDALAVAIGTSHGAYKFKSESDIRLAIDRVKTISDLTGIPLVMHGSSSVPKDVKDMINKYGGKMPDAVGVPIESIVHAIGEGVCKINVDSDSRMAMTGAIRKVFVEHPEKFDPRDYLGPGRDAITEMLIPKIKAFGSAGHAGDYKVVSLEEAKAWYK
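Giardia FBPA (40 nM reagent) was preincubated 10 min at RT with compound (up to 57.5 uM final), then substrate plus GAPDH/TPI/NAD/arsenate coupling system with diaphorase/resazurin was added; resorufin fluorescence (525/598 nm) was read after 20 min.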
HCV inhibitor = qHTS Assay for Inhibitors of Hepatitis C Virus (HCV); 340,000 compounds, 3.4% hits; Huh7.5.1 HCVcc-Cre infection, luciferase reporter, 44 h; Potency, µM (top dose mostly 41.8 µM), without a hit: at the highest dose activity change, negative = inhibition, hits mostly inhibitors; also: potency is read from the fitted curve at half-maximal effect
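Cells seeded at 1,000/well and cultured 4 h, then compounds added followed by HCVcc-Cre virus (~0.5 moi). After 44 h further culture, luciferase substrate was added, plates held 15 min at room temperature, and luminescence read for 15 sec.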
* marks the source's active call; other numbers are inactive results; ? = inconclusive; · = no result given; & = joins results of further samples; [ ] = dose if it differs, or a comment. Unless noted, calls follow the shape of the dose curve; as a rule, active = well fitted curve in the direction sought with a large enough effect; inconclusive = small, poorly fitted or top-dose-only effect, or another doubt; inactive = no such curve, though single readings can be large; an effect the other way counts as inactive or inconclusive. Unless noted, % is scaled to controls: 0 for no effect and ±100 for the full control effect.

SMILES	AmpC inh detg	HCMV antiviral	Sm TGR inh	AMA1 RON2 block	Giardia FBPA inh	HCV inhibitor
O=C(CCNC(=O)c1ccc(Cl)cc1)Nc1ccccc1N1CCCCC1	2%	-27	5%	-18%	·	?
C=CCn1c(CCNC(=O)c2ccc(Cl)c(Cl)c2)nnc1SCCOc1ccc(OC)cc1	-6%	-5	-1%	-14%	0%	10µM*
COc1ccc2[nH]c3c(=O)n(Cc4ccco4)cnc3c2c1	?	86	?	-17%	2%	-23%
COc1ccc(C2C(C(=O)O)CCC(=O)N2c2ccc(C)cc2)cc1OC (configuration not stated)	2%	-18	3%	-3%	3%	23%
CS(=O)(=O)Nc1cccc(-c2cn3c(n2)SCC3)c1	-3%	19	-16%	0%	-14%	-23%
COc1ccc(N2CCc3c(C)nc(SC)nc32)cc1	7%	?	·	18%	1%	-7%
CC(C)(C)c1cc(=O)[nH]c(SCc2ccccc2Cl)n1	0%	-11	-1%	4%	2%	-4%
COCc1nnc(NC(=O)C23CC4CC(CC(C4)C2)C3)s1	?	23	1%	-2%	·	-2%
Cc1cc(Nc2cccc(C(F)(F)F)c2)nc2ccc(NC(=O)c3ccc(N(C)C)cc3)cc12	3%	-22	-4%	·	·	·
CCc1ccc(NC(=O)Cn2c(=O)c(-c3ccccc3NC(C)=O)nc3ccccc32)cc1	3%	-37	1%	·	·	·
COc1cc(/C=C/C(=O)OCC(=O)c2c[nH]c3ccccc23)ccc1OC(F)F	-1%	28	-13%	0%[2.32 µM]	3%	-26%
CCn1c(SCC(=O)NCc2cccs2)nnc1-c1ccncc1	?	-17	?	7%	-3%	12%
COc1cccc(NC(=O)c2oc3ccc(S(=O)(=O)N4CCC5(CC4)OCCO5)cc3c2C)c1	5%	-7	7%	·	·	·
NC(=O)c1ccccc1OCC(=O)N1CCC(Cc2ccccc2)CC1	-5%	-68*	7%	-1%	·	8.9µM*
Cc1cccc(-n2c(Cc3cc(=O)[nH]c(=O)[nH]3)nnc2SCC(=O)NCC2CCCO2)c1 (configuration not stated)	?	59	-32%	16%	-4%	8%

In the list so far, these contain fluorine:
SMILES	AmpC inh detg	HCMV antiviral	Sm TGR inh	AMA1 RON2 block	Giardia FBPA inh	HCV inhibitor
Cc1cc(Nc2cccc(C(F)(F)F)c2)nc2ccc(NC(=O)c3ccc(N(C)C)cc3)cc12	3%	-22	-4%	·	·	·
COc1cc(/C=C/C(=O)OCC(=O)c2c[nH]c3ccccc23)ccc1OC(F)F	-1%	28	-13%	0%[2.32 µM]	3%	-26%

Next part.
SMILES	AmpC inh detg	HCMV antiviral	Sm TGR inh	AMA1 RON2 block	Giardia FBPA inh	HCV inhibitor
CC(C)C[C@H](NC(=O)c1nc[nH]c1C(=O)N1CCC(C)CC1)C(=O)OCc1ccccc1	-8%	17	-10%	111%[activator]	2%	15%
O=C(COC(=O)Cc1c(Cl)cccc1Cl)Nc1ccc(OC(F)(F)F)cc1	-7%	4	17%	0%	-6%	?
CC1(C)C(=O)N(CC(=O)Nc2ccc(Cl)cc2)c2ccccc21	9%	16	8%	·	·	·
CCCCS(=O)(=O)N1CCN(C(=N)N[N+](=O)[O-])CC1	-5%	-62*	21%	1%	0%	21%
N#C/C(=C\c1ccc(OCc2ccccc2)cc1)C(N)=O	3%	-19	2%	7%	8%	10%
O=C(c1cccs1)N1CCN(c2ncc(C(F)(F)F)cc2Cl)CC1	-4%	7	-2%	31%[activator]	·	·
Cc1ccc(NC(=O)C2=CC(c3cccs3)=NS(=O)(=O)N2C)cc1	-10%&-6%	12&-11	-12%&-6%	-5%	0%	?
Clc1cccc(-n2ncc3c(NCCc4ccccc4)ncnc32)c1	8%	42	2%	·	·	·
Cn1nccc1C(=O)Nc1cccc(C(F)(F)F)c1	?	-37	4%	-9%	-3%	-5%
Cc1nn(C)c(C)c1S(=O)(=O)N(CC(=O)NCCCN1CCC(C)CC1)c1ccc(C(C)C)cc1	-11%	-37	2%	1%	·	14%
O=C(c1cccc(Cl)c1)N1CCN(C2CCCCC2)CC1	-5%	12	9%	-2%	8%	1%
CCNC(=O)OCCC12CC3CC(CC(C3)C1)C2	2%	33	-2%	6%	1%	32%[activator]
CN(CC(=O)NCC1COc2ccccc2O1)S(=O)(=O)c1ccc(Cl)cc1 (configuration not stated)	·	19	·	7%	·	?
CCOc1ccc(NC(=O)CCn2nc(C)c(S(=O)(=O)N3CCCCC3)c2C)cc1	-8%&4%	-30&-17	-6%&-20%	-6%	-1%	-4%
CCN(CC(=O)NCc1cccs1)C(=O)CCCOc1ccc(C(C)(C)C)cc1	-3%	-105*	2%	8%[11.6 µM]	·	?
CN(C)CCNc1nc2sc3c(c2c(=O)n1-c1ccc(F)cc1)CCCCC3	0%	45	5%	-12%	2%	?
[O-][n+]1c2c(nc3c1-c1ccccc1C3O)CCCC2 (configuration not stated)	-9%	·	-27%[57.1 µM]	·	-26%	·
Cc1noc(NS(=O)(=O)c2ccc(NC(=O)NC(C)(C(F)(F)F)C(F)(F)F)cc2)c1C	-9%	40	5%	0%	-5%	20%
CC1Cn2c(CCc3ccccc3)nnc2S1 (configuration not stated)	-6%	6	7%	4%	0%	9%
CC(C)C[C@H](N)c1cn([C@@H](Cc2cc3ccccc3[nH]2)C(=O)N2CCNCC2)nn1	5%	12	-16%	22%	-8%	21%[8.37 µM]
Cc1cc(C(=O)N2CCCC(N3CCN(c4cccc(Cl)c4)CC3)C2)nc(C)n1 (configuration not stated)	6%	5	50%[activator]	4%	·	0%
CC1=C(C(=O)OCc2cc(C)on2)N2C(=O)[C@@H](NC(=O)OCc3cc(C)on3)[C@H]2SC1	7%	4	-35%	52%[activator]	·	27%
CC(=O)N1CCN(S(=O)(=O)c2cccc(C(=O)NCCC3=CCCCC3)c2)CC1	2%	4	-2%	23%	·	15%
CC(=O)c1ccc(N2CCN(c3ncccn3)CC2)c([N+](=O)[O-])c1	-3%	8	-32%	-10%	1%	-36%
COc1ccc(C(=O)N2CCC(C(=O)O)CC2)cc1	-2%	0	-22%	0%	5%	11%
CN(C)C(=O)CN(c1ccc(F)c(Cl)c1)S(C)(=O)=O	-2%	34	?	4%	-3%	8%
O=C(CCNC(=O)c1ccc([N+](=O)[O-])cc1)NC1CCCCC1	-16%	27	1%	15%	·	27%
O=C(N1CCOCC1)N1CCN(S(=O)(=O)c2ccccc2)C1	3%	-20	-1%	2%	4%	3%
COc1ccc(-c2n(CC(=O)OC3CC(C)CCC3C(C)C)c3ccccc3[n+]2C)cc1 (configuration not stated)	5%	17	?	0%	-8%	11µM*
CC(C)Oc1ccc(C(=O)Nc2nc3c(s2)CC(C(C)(C)C)CC3)cc1 (configuration not stated)	3%	?	-5%	·	·	·

Looked up by structure from the list above:
SMILES	AmpC inh detg	HCMV antiviral	Sm TGR inh	AMA1 RON2 block	Giardia FBPA inh	HCV inhibitor
N#C/C(=C\c1ccc(OCc2ccccc2)cc1)C(N)=O	3%	-19	2%	7%	8%	10%
Cn1nccc1C(=O)Nc1cccc(C(F)(F)F)c1	?	-37	4%	-9%	-3%	-5%
COc1ccc(C2C(C(=O)O)CCC(=O)N2c2ccc(C)cc2)cc1OC (configuration not stated)	2%	-18	3%	-3%	3%	23%
CC(C)C[C@H](NC(=O)c1nc[nH]c1C(=O)N1CCC(C)CC1)C(=O)OCc1ccccc1	-8%	17	-10%	111%[activator]	2%	15%

Next results.
SMILES	AmpC inh detg	HCMV antiviral	Sm TGR inh	AMA1 RON2 block	Giardia FBPA inh	HCV inhibitor
O=C(NCc1cccc(Cl)c1)C1CCC(=O)N(CCCN2CCCC2=O)C1 (configuration not stated)	?	17	-2%	11%	0%	-3%
CC1(C)CC(=O)C(N=Nc2cccc(S(=O)(=O)N3CCOCC3)c2)=C(O)C1	-4%	5	?	9%	-15%	-4%
Cc1ccc(NS(=O)(=O)c2ccc(C(=O)N3CCCCCC3)cc2)cc1	2%	-36	-18%	-8%[11.6 µM]	·	?
O=C(O)CN1C(=O)c2cccc3c(Br)ccc1c23	-8%	2	-33%	1%	17%	8%
COc1ccccc1CCN1COc2c(cc3c(C)c(C)c(=O)oc3c2C)C1	1%	4	?	·	·	·
CN(C(=O)CSc1n[nH]c(-c2cccs2)n1)C1CCS(=O)(=O)C1 (configuration not stated)	?	-8	-6%	-3%	·	13%
Cc1cccc(C2C=C(c3ccc(F)cc3)Nc3nc4ccccc4n32)c1 (configuration not stated)	1%	100	-32%	·	·	·
CCN(CC)S(=O)(=O)c1ccc(S(=O)(=O)N2CCCC2)cc1	1%	-26	13%	-8%	-2%	15%
CCc1ccc(NC(=O)C(C)OC(=O)c2ccc(NS(=O)(=O)c3ccc(C)c([N+](=O)[O-])c3)cc2)cc1 (configuration not stated)	-17%	62	3%	-29%	11%	11µM*
O=C(CC12CC3CC(CC(Br)(C3)C1)C2)NC1CCCC1	0%	-17	4%	13%	6%	17%
COc1ccc(Nc2oc(-c3ccccc3)nc2C#N)cc1	7%	-15	6%	4%	0%	-21%
COC1=C(Nc2ccc(O)cc2)C(=O)c2ccccc2C1=O	-10%	-14	?	?	?	?
Cc1cc2c(cc1S(=O)(=O)N(CCO)Cc1ccccc1)OCC(=O)N2	20%	?	5%	·	·	·
CCCCN(C(=O)Cn1nnc2ccccc21)C(C(=O)NCCOC)c1ccccc1 (configuration not stated)	-5%	21	-9%	-6%	2%	13%
COc1ccc(CC2NCCC3(O)CCCCC23)cc1 (configuration not stated)	-10%	-8	?	1%	-7%	7%
N#Cc1cccc(CN2CCC(=O)N([C@H](CO)Cc3ccccc3)CC2)c1	?	-25	1%	-9%	-5%	11%
O=C(NNC(=O)c1ccccc1O)c1ccc(S(=O)(=O)Nc2ccccc2)cc1	0%	-30	-3%	94%[activator]	·	?
CCc1ccc(-n2c(N3CCN(c4cccc(Cl)c4)CC3)nc3ccccc3c2=O)cc1	2%	-14	-3%	·	·	·
Cc1ccc2nc(N/N=C/c3ccco3)cc(C)c2c1	8%	78	5%	58%[activator]	-13%	?
COC(=O)c1ccc(NC(=O)COc2cccc(-n3cnnn3)c2)cc1	-5%	16	-7%	-7%	·	-12%
O=C(NCCCCCNC(=O)c1cccnc1)c1cccnc1	4%	33	7%	0%	1%	-22%
Cn1c(=O)c2c(ncn2CCN(CCO)Cc2ccccc2)n(C)c1=O	-13%	9	45µM*	-12%	-3%	14%
Cn1nnc2cc(NC(=O)NCc3ccc4c(c3)OCO4)ccc21	0%	-34	11%	?	-11%	0%
Cc1cc(OCC(=O)N2CCC(C(=O)O)CC2)c2c(C)cc(=O)oc2c1	?	-9	7%	0%	18%	?
CS(=O)(=O)N1CCN(c2ccccc2NC(=O)Nc2cccc(Cl)c2)CC1	?	?	-10%	3%	-4%	-7%
O=C1CC(C(=O)Nc2ccccc2)S/C(=N\NC(=O)c2ccccc2Cl)N1 (configuration not stated)	-9%	6	-1%	107%[activator]	8%	16%
CCc1ccccc1NC(=O)N1CCc2ccccc21	1%	-21	-6%	2%	4%	6%

Assay outcomes (PubChem BioAssay)
